AmpC det inh: AmpC beta-lactamase inhibition, detergent assay; P00811; purified AmpC, nitrocefin hydrolysis with detergent; Potency, µM (highest dose often 28.7 µM), for inactives: at the top dose activity change, negative = inhibition; actives 0.09% (n = 71,000); active = well fitted curve in the direction sought with a large enough effect
Target sequence (P00811 whole entry, looked up): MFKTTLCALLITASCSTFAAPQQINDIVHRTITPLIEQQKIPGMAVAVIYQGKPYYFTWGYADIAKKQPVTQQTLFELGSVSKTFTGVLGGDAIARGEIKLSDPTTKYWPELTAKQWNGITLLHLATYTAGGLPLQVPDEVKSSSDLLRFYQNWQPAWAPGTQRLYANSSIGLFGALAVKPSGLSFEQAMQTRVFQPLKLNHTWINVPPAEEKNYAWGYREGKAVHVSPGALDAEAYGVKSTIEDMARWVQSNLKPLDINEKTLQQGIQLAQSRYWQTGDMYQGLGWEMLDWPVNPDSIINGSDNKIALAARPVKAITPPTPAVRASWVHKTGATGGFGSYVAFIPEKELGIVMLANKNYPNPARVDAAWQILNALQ
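E. coli AmpC (5.3 nM) in 20 mM phosphate pH 7.0 with 0.01% Triton X-100, preincubated 15 min RT with compound; nitrocefin (2 uL of 800 uM stock) hydrolysis followed by 480 nm absorbance every 20 s over 4 min.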
* hit, by the source's call; [ ] = another dose, or the depositor's remark. % is set by controls: 0 for no effect and ±100 for the full control effect; potency is the fitted concentration of half-maximal effect. The list is partial, so the mix of outcomes need not match the whole.

What do the screens show for `Cc1cc(C)n2cc(CSc3nnc(N)s3)nc2n1`?
AmpC det inh: 1%

What do the screens show for `O=C(C1CC1)N1CCC(c2nc(-c3ccc(S(=O)(=O)NCC4CCCO4)cc3)no2)CC1` (configuration not stated)?
AmpC det inh: 14%

Results for CSCCC(=O)Nc1ccc(C(C)=O)cc1 ?
AmpC det inh: -6%

How did CC1CCN(CC(=O)NCc2ccccc2)CC1 do in these assays?
AmpC det inh: -4%

Results for COCc1cc(CN2CCCC2)c(O)c2ncccc12 ?
AmpC det inh: 12%

What do the screens show for `COc1cc(=O)n(C)c2c(OC[C@@H](O)C(C)(C)O)cccc12`?
AmpC det inh: 0%[12.8 µM]

What do the screens show for `CCCCCNC(=O)c1ccc2c(=O)[nH]c3c(C(=O)NCC4CCCO4)sc(=S)n3c2c1` (configuration not stated)?
AmpC det inh: 0%

What do the screens show for `Cc1cc(C)n(C(=O)c2cccc(S(=O)(=O)N3CCOCC3)c2)n1`?
AmpC det inh: -1%

How did O=c1c(O)c(-c2ccccc2)oc2cc(O)cc(O)c12 do in these assays?
AmpC det inh: -5%

Results for NC(=O)C(Cc1ccccc1)NS(=O)(=O)c1ccc(N2CCCC2=O)cc1 (configuration not stated) ?
AmpC det inh: -1%

How did Nn1c(SCC(=O)N2CCCc3ccccc32)nnc1-c1ccc(Cl)cc1 do in these assays?
AmpC det inh: -1%

Results for CC(C)C[C@@H](CC(=O)N[C@@H](CCC(=O)O)CC(=O)O)NC(=O)[C@@H]1CNCC[C@H]1NC(=O)C[C@H](CCCN)NC(=O)C[C@H](CO)NC(=O)[C@@H]1CCCC[C@H]1N ?
AmpC det inh: 19%

How did C=CCn1c(SCC(=O)N2CCN(c3ccc(F)cc3)CC2)nnc1-c1cccs1 do in these assays?
AmpC det inh: 12%

What do the screens show for `COc1ccc(C2CC(=O)C3=C(C2)Nc2ncnn2C3c2ccccc2C)cc1` (configuration not stated)?
AmpC det inh: -1%

Results for C=CCC(NCc1ccco1)c1ccc(OC)cc1OC (configuration not stated) ?
AmpC det inh: 10%

Results for CCN(CC)CCCN(Cc1cc2cc3c(cc2[nH]c1=O)OCCO3)C(=O)Nc1ccc(F)cc1 ?
AmpC det inh: 11%

What do the screens show for `CCOC(=O)n1ccc(C(=O)Nc2ccccc2F)n1`?
AmpC det inh: 1%

What do the screens show for `Cc1ccc(C2C3CSCC=C3C(C#N)=C(N)C2(C#N)C#N)cc1` (configuration not stated)?
AmpC det inh: -2%

What do the screens show for `Cc1ccc(-c2cc(C(=O)N3CCN(C(=O)c4ccco4)CC3)no2)cc1`?
AmpC det inh: -3%

What do the screens show for `CCn1c(SCC(=O)N2c3ccccc3Sc3ccccc32)nnc1-c1ccco1`?
AmpC det inh: -1%

What do the screens show for `Cc1cc(NC(=O)CCC(=O)N(Cc2cccs2)C(C(=O)NC2CCCC2)c2ccncc2)no1` (configuration not stated)?
AmpC det inh: -4%

How did CCOc1ccc(C2CC(c3cccc(OC)c3OC)n3nnnc3N2)cc1Cl (configuration not stated) do in these assays?
AmpC det inh: -7%

What do the screens show for `CCOC(=O)C(C(=O)OCC)C(C#N)c1ccccc1` (configuration not stated)?
AmpC det inh: 14%

How did Cc1oc(-c2ccccc2Cl)nc1CSCC(=O)N1CCCC1 do in these assays?
AmpC det inh: -4%

Results for COc1ccccc1C(=O)Nc1ccc2c(c1)OCCO2 ?
AmpC det inh: -1%

What do the screens show for `Cc1cccc2cc(CN(Cc3ccc(F)cc3)Cc3nnnn3C3CCCC3)c(=O)[nH]c12`?
AmpC det inh: -3%

Results for O=C(Nc1nnc(Cc2ccccc2)s1)c1cccs1 ?
AmpC det inh: -1%

What do the screens show for `Clc1ccc(Cl)c2sc(N3CCOCC3)nc12`?
AmpC det inh: 32%

What do the screens show for `Cc1[nH]c2ccccc2c1Cc1nnc(SCC(N)=O)o1`?
AmpC det inh: 10%

Results for COc1ccc(-c2noc(CCCOc3ccccc3)n2)cc1OC ?
AmpC det inh: 1%

What do the screens show for `CCOC(=O)CSc1ncnc2c1cnn2-c1ccc(C)cc1`?
AmpC det inh: 9%

How did O=c1c2c(nc3c(-c4ccccc4)c[nH]n13)CCCC2 do in these assays?
AmpC det inh: 11%

Results for CC1(C)C=Cc2c(c3ccccc3[nH]c2=O)O1 ?
AmpC det inh: -2%

Results for C=CC(=O)NCNC(=O)C=C ?
AmpC det inh: 14%

How did Cc1cn([C@H]2C[C@H](O)[C@@H](COC(N)=O)O2)c(=O)[nH]c1=O do in these assays?
AmpC det inh: -4%[5.75 µM]

Results for COc1ccc(CN(CCCN2CCOCC2)S(=O)(=O)N(C)C)cc1OC ?
AmpC det inh: -1%

How did COc1ccc(-c2nn(CCC(=O)O)cc2CCC(=O)O)cc1 do in these assays?
AmpC det inh: 7%

Results for CC1(C)CC(CCC(=O)Nc2ccccc2Cl)C(=O)O1 (configuration not stated) ?
AmpC det inh: -3%

How did C[C@]12CC[C@@H]3c4ccc(O)cc4CC[C@H]3[C@@H]1CC[C@@H]2O do in these assays?
AmpC det inh: 6%

Results for O=C(NCCc1ccccc1)C1CC(c2ccccc2O)=NO1 (configuration not stated) ?
AmpC det inh: 2%

How did COc1ccc(-n2c(C)cc(C(=O)CSc3nnc(-c4cccs4)o3)c2C)cc1 do in these assays?
AmpC det inh: 0%

How did CCOCCCNS(=O)(=O)c1ccc2c(c1)CCN2C(=O)CC do in these assays?
AmpC det inh: -2%

Results for C=CCNc1sc(C(=O)C(C)(C)C)c(N)c1C#N ?
AmpC det inh: -3%

How did COc1ccccc1-c1cn(S(=O)(=O)c2ccc(F)cc2)nc1N do in these assays?
AmpC det inh: 13%

How did O=C(NCCN1CCCC1)C1COc2ccccc2O1 (configuration not stated) do in these assays?
AmpC det inh: -3%

Of the compounds above, 5 have fluorine:
How did C=CCn1c(SCC(=O)N2CCN(c3ccc(F)cc3)CC2)nnc1-c1cccs1 do in these assays?
AmpC det inh: 12%

Results for CCN(CC)CCCN(Cc1cc2cc3c(cc2[nH]c1=O)OCCO3)C(=O)Nc1ccc(F)cc1 ?
AmpC det inh: 11%

What do the screens show for `CCOC(=O)n1ccc(C(=O)Nc2ccccc2F)n1`?
AmpC det inh: 1%

What do the screens show for `Cc1cccc2cc(CN(Cc3ccc(F)cc3)Cc3nnnn3C3CCCC3)c(=O)[nH]c12`?
AmpC det inh: -3%

How did COc1ccccc1-c1cn(S(=O)(=O)c2ccc(F)cc2)nc1N do in these assays?
AmpC det inh: 13%

Compounds listed so far containing a furan ring, fused or not:
Results for C=CCC(NCc1ccco1)c1ccc(OC)cc1OC (configuration not stated) ?
AmpC det inh: 10%

What do the screens show for `Cc1ccc(-c2cc(C(=O)N3CCN(C(=O)c4ccco4)CC3)no2)cc1`?
AmpC det inh: -3%

What do the screens show for `CCn1c(SCC(=O)N2c3ccccc3Sc3ccccc32)nnc1-c1ccco1`?
AmpC det inh: -1%

More records
Results for Cn1nnnc1SCC(=O)N1CCN(C(c2ccccc2)c2ccccc2)CC1 ?
AmpC det inh: -5%

Results for CCSc1nnc(NC(=O)c2csc3c2CCC(C)C3)s1 (configuration not stated) ?
AmpC det inh: -2%

Results for O/N=C(\c1ccc(Cl)cc1)c1cc2ccccc2o1 ?
AmpC det inh: 2%

How did COc1cc(O)c(NC(C)=O)c2nonc12 do in these assays?
AmpC det inh: -4%

How did Cc1nc2c(-c3ccccc3)c(C)nn2c(C)c1CCC(=O)NCc1ccco1 do in these assays?
AmpC det inh: 9%

Results for CCOC(=O)c1cc2sccc2n1CC(=O)N1CCCc2ccccc21 ?
AmpC det inh: -3%

Results for CCn1c(CNC(=O)c2ccc(OC)cc2)nnc1SCC(=O)c1ccccc1 ?
AmpC det inh: -1%

Results for CCn1c2ccccc2c2nnc(SCC(=O)NCc3cccs3)nc21 ?
AmpC det inh: -3%

Results for NC(=O)NO ?
AmpC det inh: -1%

Results for CCOc1cccc(N2C(=O)CC(=O)NC2=O)c1 ?
AmpC det inh: 16%

Results for Cc1nn(Cc2ccc(F)cc2)c(C)c1NC(=O)c1cc(-c2ccco2)on1 ?
AmpC det inh: 4%

Results for CCOc1ccc(OCC)c(NC(=O)c2ccc(CNc3c(N4CCOCC4)c(=O)c3=O)cc2)c1 ?
AmpC det inh: -2%

What do the screens show for `Clc1ccc(OCc2nnc(SCCN3CCCCC3)n2Cc2ccco2)cc1`?
AmpC det inh: -5%

What do the screens show for `CC1(C(=O)O)CCC(C(=O)NCCc2ccccc2)C1(C)C` (configuration not stated)?
AmpC det inh: -2%

Results for O=C(O)CSCNC(=O)CC12CC3CC(CC(C3)C1)C2 ?
AmpC det inh: -1%

Results for COc1ccc(C[C@H](C)NC[C@@H](O)c2ccc(O)c(NC=O)c2)cc1 ?
AmpC det inh: -2%

Results for CCOC(=O)N1CCC(NC(=O)c2cc(C(=O)NCc3cccc(Cl)c3)ccc2CO)CC1 ?
AmpC det inh: 1%

What do the screens show for `Cc1cc2cc(CN(CCN3CCOCC3)C(=O)Nc3ccccc3F)c(=O)[nH]c2cc1C`?
AmpC det inh: 7%

Results for CC(=O)Nc1ccc(OCC(O)CN2CCN(c3ccc(C)c(Cl)c3)CC2)cc1 (configuration not stated) ?
AmpC det inh: -1%

Results for Cc1nnc2n1-c1ccc(Br)cc1C(c1ccccc1Cl)=NC2 ?
AmpC det inh: -3%

Results for O=S(=O)(c1ccccc1)N1CCC[C@@]2(CCN(c3ncccn3)C2)C1 ?
AmpC det inh: -4%

What do the screens show for `COc1ccc2c(c1OC)C(=O)N(c1cccc(C)c1)C2`?
AmpC det inh: -1%

Results for COc1cccc(-c2nnc(SCC(=O)N3CCCC3=O)n2-c2ccccc2)c1 ?
AmpC det inh: -2%

How did O=C(CCS(=O)(=O)c1cccs1)N1CCN(c2ccc(F)cc2)CC1 do in these assays?
AmpC det inh: -3%

What do the screens show for `CC(C)(C)NC(=O)C1CCN(C(=O)c2ccc(Br)cc2)CC1`?
AmpC det inh: -3%

What do the screens show for `O=C(NCc1ccc2c(c1)OCO2)c1cc(-c2ccccc2)on1`?
AmpC det inh: -8%

Results for CCn1c(SCC(=O)Nc2cc(C)on2)nc2c1c(=O)n(C)c(=O)n2C ?
AmpC det inh: -4%

How did COc1ccc(Oc2ncc3nc(-c4ccc(OC)cc4)c(=O)n(CCC#N)c3n2)cc1 do in these assays?
AmpC det inh: 0%

How did COc1ccc(CN2CCCCC2c2cccnc2)cc1C (configuration not stated) do in these assays?
AmpC det inh: 6%

Results for CCNc1nc(Cl)nc(NC(C)C)n1 ?
AmpC det inh: 15%

How did O=C(Nc1ccccc1)c1ccc(S(=O)(=O)N2CCCCC2)cc1 do in these assays?
AmpC det inh: 12%

How did CCCn1c(=O)c2ccccc2n2c(SCC(=O)NCc3cccs3)nnc12 do in these assays?
AmpC det inh: -3%

What do the screens show for `O=C(c1cccc(F)c1)n1nnc2ccccc21`?
AmpC det inh: -5%

What do the screens show for `CCOC(=O)N1CCN(Cc2oc(CO)cc(=O)c2O)CC1`?
AmpC det inh: 13%

How did Cc1c(C(=O)O)oc2ccc(S(=O)(=O)N(CC(C)C)CC(C)C)cc12 do in these assays?
AmpC det inh: -6%

What do the screens show for `CN1CCN(c2ncc3nc(-c4cccc(C#N)c4)c(=O)n(C[C@H]4CCCO4)c3n2)CC1`?
AmpC det inh: 0%

How did CNC(=O)CC(C(=O)O)c1ccc(OCC(C)C)cc1 (configuration not stated) do in these assays?
AmpC det inh: 7%

What do the screens show for `Cc1ccc(O)c(-c2cc(-c3ccccc3C)[nH]n2)c1`?
AmpC det inh: -2%

Results for CCc1nnc(NC(=O)C(NS(=O)(=O)c2ccc3c(c2)OCCO3)C(C)C)s1 (configuration not stated) ?
AmpC det inh: -2%

What do the screens show for `O=C1c2oc3ccccc3c(=O)c2C(c2cccnc2)N1Cc1ccco1` (configuration not stated)?
AmpC det inh: 2%

How did COc1ccc(C)cc1NC(=O)CN1CCN(c2ccccc2F)CC1 do in these assays?
AmpC det inh: -2%

How did CCSc1cc(C2C(C#N)=C(N)Oc3n[nH]c(C)c32)c(C)o1 (configuration not stated) do in these assays?
AmpC det inh: -3%

How did Cn1c(=O)[nH]c(=O)c2c1nc(Br)n2Cc1ccccc1F do in these assays?
AmpC det inh: -1%

What do the screens show for `CN1C2C=C(N(C(=O)c3ccc(Cl)cc3)c3ccccc3)CC1CC2` (configuration not stated)?
AmpC det inh: 0%

How did Cn1c(-c2c(N)n(C3CCCC3)c3nc4ccccc4nc23)nc2ccccc21 do in these assays?
AmpC det inh: -3%

Results for NCCC[C@@](N)(C(=O)O)C(F)F ?
AmpC det inh: -3%

How did COc1ccc(CNn2c(C)nc3ccccc3c2=O)cc1 do in these assays?
AmpC det inh: -3%

What do the screens show for `COc1ccc2cc(CN(Cc3ccco3)Cc3nnnn3C3CCCCC3)c(=O)[nH]c2c1`?
AmpC det inh: -9%

Results for CS(C)(=O)=NS(=O)(=O)c1ccc(Cl)cc1 ?
AmpC det inh: -4%

How did CCOC(=O)CCCNC(=O)CCNC(=O)c1ccc(OC(C)C)cc1 do in these assays?
AmpC det inh: 4%

What do the screens show for `c1ccc(OCc2nc3ccccc3s2)cc1`?
AmpC det inh: -6%

Results for Clc1ccc([C@H](Cn2ccnc2)OCc2csc3c(Cl)cccc23)c(Cl)c1 ?
AmpC det inh: 0%[12.8 µM]

What do the screens show for `CN(C)c1cc2c(Nc3ccc4c(cnn4Cc4ccccc4)c3)ncnc2cn1`?
AmpC det inh: 0%
